miR-122 sensor = miR-122 inhibition in Huh7 cells. 340,000 tested, 0.3% active. Huh7 miR-122 Renilla luciferase sensor, 48 h; neutral wells = 0, positive control = 100. AID 602342. activation (reporter increase), % at 12.5 µM;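 active = mean replicate activation score at least 90 and every replicate individually at or above 90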;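 note: higher luciferase means less miR-122 activity so hits act as miR-122 inhibitors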
Starred values were filed as active, the others as inactive. An excerpt. The share of hits here may be higher or lower than overall.

What do the screens show for `O=c1[nH]c2c(s1)C(c1ccccc1)C1C3CCC(C3)C1S2` (configuration not stated)?
miR-122 sensor: -1

What do the screens show for `O=C(Oc1ccc2ccccc2c1Br)N1CCCCCC1`?
miR-122 sensor: -3

Results for CC(=O)Nc1ccc(OCC(O)CN2CCN(c3ccc(Cl)cc3)CC2)cc1 (configuration not stated) ?
miR-122 sensor: 1

How did C[C@H](NC(=O)C1(c2ccccc2)CCN(C(=O)[C@H]2CSCN2C(=O)OC(C)(C)C)CC1)C(=O)O do in these assays?
miR-122 sensor: -6

Results for COc1ccccc1NS(=O)(=O)c1cc(C(=O)NCCN2CCOCC2)ccc1Cl ?
miR-122 sensor: 4

Results for O=C(Nc1sc2c(c1C(=O)O)CCCCC2)c1cccnc1 ?
miR-122 sensor: -3

What do the screens show for `Clc1cccc(Cl)c1COn1nnc2ccccc21`?
miR-122 sensor: -4

What do the screens show for `Cc1nn(-c2ccccc2)c(N)c1N=Nc1ccc2ccccc2c1`?
miR-122 sensor: 7

How did CCOc1ccc2c(c1)N(C(=O)CN1C(=O)CCC1=O)C(C)(C)C=C2C do in these assays?
miR-122 sensor: 1

What do the screens show for `CC1Cc2ccccc2N1C(=O)COC(=O)C1=COCCO1` (configuration not stated)?
miR-122 sensor: -1

Results for CC(C)(Oc1ccc(Cl)cc1)C(=O)Nc1ccc2oc(-c3ccncc3)nc2c1 ?
miR-122 sensor: -4

What do the screens show for `CC/C(Cc1ccccc1)=N\NC(=O)c1cc(C)oc1C`?
miR-122 sensor: -3

Results for COc1ccc(CCNC(=O)c2[nH]c(C)c(C(C)=O)c2C)cc1OC ?
miR-122 sensor: 1

How did O=C(NC(=S)Nc1cccc(NC(=O)c2ccccc2)c1)c1cccc([N+](=O)[O-])c1 do in these assays?
miR-122 sensor: -5

How did c1ccc2sc(-c3ccc4c(c3)OCO4)nc2c1 do in these assays?
miR-122 sensor: 3

Results for N#CC1=C(N)N(c2ccccc2C#N)C2=C(C(=O)CCC2)C1c1ccsc1 (configuration not stated) ?
miR-122 sensor: 10

What do the screens show for `COc1ccccc1NC(=O)N1c2ccc(F)cc2CCC1C` (configuration not stated)?
miR-122 sensor: 3

How did O=C(CSc1ncn(-c2ccccc2)n1)Nc1ccc2c(c1)OCCO2 do in these assays?
miR-122 sensor: -5

How did Cn1c(NCc2ccco2)nc2ccccc21 do in these assays?
miR-122 sensor: 2

Results for COc1ccc(Cn2cnc3c([N+](=O)[O-])c(C)c(C)cc32)cc1 ?
miR-122 sensor: -7

Quoted at random: 2 entries already listed, in no set order.
Results for COc1ccc(Cn2cnc3c([N+](=O)[O-])c(C)c(C)cc32)cc1 ?
miR-122 sensor: -7

Results for CC(=O)Nc1ccc(OCC(O)CN2CCN(c3ccc(Cl)cc3)CC2)cc1 (configuration not stated) ?
miR-122 sensor: 1

Next part
What do the screens show for `NC(=O)C1CCN(CC(=O)NCc2ccccc2)CC1`?
miR-122 sensor: 2

What do the screens show for `O=C(COc1ccccc1O)c1cccs1`?
miR-122 sensor: 4

How did COc1ccccc1/C=C1\NC(=S)N(CC2CCCO2)C1=O (configuration not stated) do in these assays?
miR-122 sensor: -6

Results for Cc1nc2ncnn2c(C)c1CCC(=O)N1CCc2ccccc21 ?
miR-122 sensor: -5

Results for Cc1cc(C)nc(NS(=O)(=O)c2ccc(NC(=O)CCCN3C(=O)c4ccccc4C3=O)cc2)n1 ?
miR-122 sensor: 5

What do the screens show for `CCc1ccc(-c2ccc(C(=O)C(F)(F)F)[nH]2)cc1`?
miR-122 sensor: 5

How did CCCCSc1nsc(NC(C)=O)n1 do in these assays?
miR-122 sensor: 3

How did Cc1cc2c(cc1C)NC(c1c(C)n(C)n(-c3ccccc3)c1=O)C1=C(CC(C)(C)CC1=O)N2 (configuration not stated) do in these assays?
miR-122 sensor: -2

What do the screens show for `C=CCn1c(-c2ccccc2)nc(=S)c2c1CC(C)(C)OC2`?
miR-122 sensor: -28

What do the screens show for `Cc1cnc(C(=O)Nc2nnc(C(C)C)s2)cn1`?
miR-122 sensor: -7

Results for Cc1ccc2cc(C(c3nnnn3CC3CCCO3)N3CCCC4(CCCCC4)C3)c(=O)[nH]c2c1 (configuration not stated) ?
miR-122 sensor: 4

Results for CCOC(=O)C1=C(c2ccccc2)N=C2SCC(=O)N2C1c1ccc(OCC)c(OCC)c1 (configuration not stated) ?
miR-122 sensor: -4

How did CCC(CC)C(=O)NCCc1ccc(S(N)(=O)=O)cc1 do in these assays?
miR-122 sensor: 4

Results for Cc1ccc(N2C=Nc3ccc(C)c4nc(C)cc2c34)cc1 ?
miR-122 sensor: -2

What do the screens show for `Cc1ccc(C2C(C#N)C(C#N)N3CCCN23)cc1` (configuration not stated)?
miR-122 sensor: 0

What do the screens show for `COC(=O)c1cccc(S(=O)(=O)N2CCOCC2)c1`?
miR-122 sensor: -4

Results for O=C(CSc1nnc(Cc2cccs2)n1-c1ccc(Cl)cc1)NCc1ccc2c(c1)OCO2 ?
miR-122 sensor: 1

What do the screens show for `CCc1cc2c(=O)n(Cc3ccco3)c(SCC(=O)N3CCCc4ccccc43)nc2s1`?
miR-122 sensor: -2

What do the screens show for `CCOC(=O)C1=C(CSc2nc3ccccc3s2)NC(=O)NC1c1cc(C)ccc1C` (configuration not stated)?
miR-122 sensor: 0

What do the screens show for `CCOC(=O)c1c(-c2ccc(C)cc2)cn2ccccc12`?
miR-122 sensor: -7

Quoted from the entries so far for reference:
Results for Cc1ccc(N2C=Nc3ccc(C)c4nc(C)cc2c34)cc1 ?
miR-122 sensor: -2

What do the screens show for `Cc1ccc(C2C(C#N)C(C#N)N3CCCN23)cc1` (configuration not stated)?
miR-122 sensor: 0

What do the screens show for `COC(=O)c1cccc(S(=O)(=O)N2CCOCC2)c1`?
miR-122 sensor: -4

(list continues)
Results for CCOC(=O)C(NCc1ccc(F)cc1)(NC(=O)c1ccccc1)C(F)(F)F (configuration not stated) ?
miR-122 sensor: -5

What do the screens show for `COc1ccc(-c2nn(C)c(=O)c3ccccc23)cc1NC(=O)COc1ccccc1`?
miR-122 sensor: -1

What do the screens show for `Cc1ccc(C)c(N2CCN(C(=O)c3ccccc3Br)CC2)c1`?
miR-122 sensor: 1

What do the screens show for `C=CCN1C(=O)C(CC(=O)Nc2ccccc2)SC1=Nc1ccc(S(N)(=O)=O)cc1` (configuration not stated)?
miR-122 sensor: -2

How did CCN(CC)c1cccc(OC2=NS(=O)(=O)c3ccccc32)c1 do in these assays?
miR-122 sensor: 6

Results for CCOc1cc(C#N)c(NC(=O)CSc2nnnn2-c2ccc(OC)cc2)cc1OCC ?
miR-122 sensor: 12

How did O=C(N1CCOCC1)N1CCN(CC(O)COc2ccc3ccccc3c2)CC1 (configuration not stated) do in these assays?
miR-122 sensor: -5

How did CN1CCN(c2ccc(NC(=O)COc3ccccc3Cl)cc2)CC1 do in these assays?
miR-122 sensor: 0

How did COc1ccc2c(c1)c(=O)oc1c(C)c(OCC(=O)N3CCc4ccccc4C3)ccc12 do in these assays?
miR-122 sensor: -2

How did CC1CCN(C(=O)CSc2nncn2-c2ccccn2)CC1 do in these assays?
miR-122 sensor: -14

How did CCn1c(Cc2cccs2)nnc1SCC(=O)Nc1ccc(OC)c(OC)c1 do in these assays?
miR-122 sensor: 1

How did CC1(C)Cc2c(C#N)c(SCC(=O)c3ccccc3)nc(N3CCOCC3)c2CS1 do in these assays?
miR-122 sensor: 1

What do the screens show for `COc1ccc(-c2cc(-c3ccc(C)cc3)nc(SCc3nnc(-c4ccccc4)o3)c2C#N)cc1OC`?
miR-122 sensor: -4

What do the screens show for `C=CCn1c(-c2ccc(Cl)cc2)c[nH]c1=S`?
miR-122 sensor: -2

How did CCc1ccc(NC(=O)c2ccc(C3SCC(=O)N3CCc3ccccc3)cc2)cc1 (configuration not stated) do in these assays?
miR-122 sensor: -11

Results for COc1cc(NC(=O)c2cc(-c3ccccc3)nc3c2cnn3C(C)C)cc(OC)c1OC ?
miR-122 sensor: -8

Results for COC(=O)c1ccc(N(CC(=O)NC2CCCC2)C(=O)CNC(=O)c2ccco2)cc1 ?
miR-122 sensor: 5

Results for CCOc1ccccc1NC(=O)CSc1nc(N)c(C#N)cc1C#N ?
miR-122 sensor: 0

What do the screens show for `COc1ccc(-n2cnc3cc(N)ccc32)cc1`?
miR-122 sensor: -1

How did O=C(Nc1cc(Sc2nc3ccccc3s2)cc([N+](=O)[O-])c1)c1ccccc1F do in these assays?
miR-122 sensor: -7

What do the screens show for `O=c1n(Cc2ccccc2Cl)c2sc3c(c2c2ncnn12)CCCC3`?
miR-122 sensor: 4

How did O=S(=O)(NCC1CCCO1)c1cccc2nsnc12 (configuration not stated) do in these assays?
miR-122 sensor: -2

What do the screens show for `CC1(C)Cc2cccc(OCC(=O)NC3CC3)c2O1`?
miR-122 sensor: -5

Results for CCc1nc2c(oc3ccccc32)c(=O)[nH]1 ?
miR-122 sensor: -3

How did Cc1nnc(SCC(=O)Nc2nc(C(C)(C)C)cs2)s1 do in these assays?
miR-122 sensor: -2

Results for Cc1ccc(CS(=O)(=O)CCC(=O)NC2CC2)cc1 ?
miR-122 sensor: -3

How did O=C(CN1C(=O)C2C3C=CC(C3)C2C1=O)Nc1nc2ccccc2[nH]1 (configuration not stated) do in these assays?
miR-122 sensor: -1

How did CCC(c1nnnn1C(C)(C)CC)N(CCN1CCOCC1)Cc1cc2cc(C)ccc2[nH]c1=O (configuration not stated) do in these assays?
miR-122 sensor: -5

What do the screens show for `CCSC1=C(C#N)C(c2ccc3c(c2)OCO3)C2=C(CCCC2=O)N1` (configuration not stated)?
miR-122 sensor: 8

What do the screens show for `Cc1ccc(C)c(S(=O)(=O)NC(CC(C)C)C(=O)O)c1` (configuration not stated)?
miR-122 sensor: -7

Results for Cc1cc(C)c(C)c(OCc2nc(-c3cccnc3)no2)c1 ?
miR-122 sensor: -1

What do the screens show for `COc1ccc(/C=C(/CC(=O)NCc2ccc(Cl)cc2)c2nc3ccccc3s2)cc1`?
miR-122 sensor: -1

Results for C1=Nc2c(NCc3ccccc3)ncnc2Oc2ccccc21 ?
miR-122 sensor: -8

How did COc1ccc2[nH]c(=O)c(CN(Cc3ccccc3)Cc3nnnn3CC3CCCO3)cc2c1 (configuration not stated) do in these assays?
miR-122 sensor: 2

How did COc1cc(S(=O)(=O)N(Cc2ccccc2)Cc2ccccn2)ccc1-n1cnnn1 do in these assays?
miR-122 sensor: 41

What do the screens show for `O=C(NCc1ccco1)c1ccc(COc2cc(Cl)ccc2Cl)cc1`?
miR-122 sensor: -7

How did N#Cc1ccc(CSc2nnc(NC(=O)CN3C(=O)C4CC=CCC4C3=O)s2)cc1 (configuration not stated) do in these assays?
miR-122 sensor: 2

What do the screens show for `COc1ccc(/C(O)=C2\C(=O)C(=O)N(CCN(C)C)C2c2cc(OC)c(OC)c(OC)c2)c(C)c1` (configuration not stated)?
miR-122 sensor: 2

How did COc1ccc(NC(=O)CC(Cc2ccccc2)C(=O)O)cc1 (configuration not stated) do in these assays?
miR-122 sensor: -9

Results for Cc1ccc(NC(=O)Cc2noc3ccccc23)cc1 ?
miR-122 sensor: 2

What do the screens show for `C/C(=N\NC(=O)c1ccc(Br)cc1)c1ccccc1`?
miR-122 sensor: -5

What do the screens show for `O=C(CN1CCN(C(=O)N2CCOCC2)CC1)Nc1ccc(Br)cc1`?
miR-122 sensor: 0

What do the screens show for `CCC1(C)Cc2ccccc2-c2nc3n(c(=O)c21)CCCCC3` (configuration not stated)?
miR-122 sensor: -9

How did COc1ccccc1NC(=O)C1=C(C)Nc2nc(-c3ccccc3)nn2C1c1ccccn1 (configuration not stated) do in these assays?
miR-122 sensor: 4

How did CCCNC(=O)c1ccccc1NC(=O)c1ccccc1N(C)S(=O)(=O)c1ccccc1 do in these assays?
miR-122 sensor: -3

How did COc1cccc(/C(O)=C2/C(=O)C(=O)N(CCN(C)C)C2c2ccc(Br)cc2)c1 (configuration not stated) do in these assays?
miR-122 sensor: -4

Results for CNC(=O)C1CCCN1S(=O)(=O)c1ccc(OC)cc1 (configuration not stated) ?
miR-122 sensor: -1

How did COc1cc(NC(=O)c2[nH]cnc2C(N)=O)cc(C(=O)Nc2cccc(C(F)(F)F)c2)c1 do in these assays?
miR-122 sensor: 1

How did COc1ccc(CNC(=O)/C=C/C(=O)O)cc1OC do in these assays?
miR-122 sensor: -4

What do the screens show for `CCn1c(SCC(=O)NNC(=S)Nc2ccc(C)cc2)nnc1-c1ccc(Cl)cc1`?
miR-122 sensor: 2

Of the compounds above, five contain bromine:
What do the screens show for `O=C(Oc1ccc2ccccc2c1Br)N1CCCCCC1`?
miR-122 sensor: -3

What do the screens show for `Cc1ccc(C)c(N2CCN(C(=O)c3ccccc3Br)CC2)c1`?
miR-122 sensor: 1

What do the screens show for `C/C(=N\NC(=O)c1ccc(Br)cc1)c1ccccc1`?
miR-122 sensor: -5

What do the screens show for `O=C(CN1CCN(C(=O)N2CCOCC2)CC1)Nc1ccc(Br)cc1`?
miR-122 sensor: 0

How did COc1cccc(/C(O)=C2/C(=O)C(=O)N(CCN(C)C)C2c2ccc(Br)cc2)c1 (configuration not stated) do in these assays?
miR-122 sensor: -4

Going on with the list:
Results for CN1CCN(CC(C)(C)NS(=O)(=O)c2ccc(Cl)cc2)CC1 ?
miR-122 sensor: 7

How did CC1(C)CC(=O)C(C=Nc2ccc3cn[nH]c3c2)=C(O)C1 do in these assays?
miR-122 sensor: 3

Results for Nn1c(SCc2cccc3ccccc23)nnc1-c1ccco1 ?
miR-122 sensor: -4

What do the screens show for `CC1CN(S(=O)(=O)c2cccc(C(=O)NCc3ccc4c(c3)OCO4)c2)CC(C)O1` (configuration not stated)?
miR-122 sensor: 2

What do the screens show for `COc1cccc2cc(C(=O)N3CCN(c4ccccc4F)CC3)c(=O)oc12`?
miR-122 sensor: 7

How did NC(N)=NS(=O)(=O)c1ccc(NC(=S)NC(=O)/C=C/c2ccco2)cc1 do in these assays?
miR-122 sensor: 7

From PubChem BioAssay
